Source: PubChem
BLM inh – Bloom syndrome helicase (human) inhibition; recombinant BLM DNA unwinding, fluorescence dequenching; Potency, µM (titrated, usually from 56.1 µM), without a hit: at the highest dose activity change, negative = inhibition, actives largely listed as inhibitors; 350,000 compounds, 0.2% hits; AID 2528;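 further: plate controls were vehicle for no effect and no enzyme for full effect; nearly all actives have a fitted effect of over 35% in size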
APE1 inh – inhibitors of human APE1 endonuclease; P27695; Potency, µM (titrated, usually from 65.8 µM), for the others: at the highest dose activity change, negative = inhibition, most hits filed as inhibitors; 350,000 compounds, 0.35% hits; recombinant APE1, TAMRA/BHQ-2 abasic DNA cleavage fluorescence;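 further: plate controls were vehicle for no effect and reference inhibitor for full effect; nearly all actives have a fitted effect of over 55% in size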
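Kinetic fluorescence read (525 ex/598 em nm, three reads 60 s apart) of AP-site incision; signal = third minus first read. Enzyme 0.75 nM, dual-labelled THF duplex 50 nM, compound preincubation 15 min RT.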
Active calls of the source: *; ? = inconclusive; & = joins results of further samples; [ ] = another dose, or the depositor's remark. The call rests on the fitted dose curve; in most records, active means well fitted curve in the direction sought with a large enough effect; inconclusive means small, poorly fitted or top-dose-only effect, or another doubt; inactive means no such curve, though single readings can be large; an effect the other way counts as inactive or inconclusive. Potency means the concentration at half of the fitted maximal effect.

1) CC1(C)CCC[C@@]2(C)C1CC[C@@](C)(O)[C@@H]2CC[C@@](C)(O)C1CO1 (some centres undefined)
2) C=C(C(C)=O)C(O)c1cccc(OC)c1 (centres undefined)
3) O=C(O)CCC/C=C\C/C=C\C=C\[C@@H](O)C/C=C\CCCCCO
4) COC(=O)[C@H](Cc1ccccc1)NC(=O)O[C@@H]1C(=O)c2cc(OC)ccc2O[C@H]1c1cccc(OC)c1
5) CC(C)C[C@@H](CC(=O)N[C@H](CC(=O)N[C@@H]1CCCC[C@H]1C(=O)N[C@H](CC(=O)N[C@@H](CCC(=O)O)CC(=O)O)Cc1c[nH]c2ccccc12)C(C)C)NC(=O)[C@@H]1CNCC[C@H]1N
6) COC(=O)C1(C(C)=O)CC2=CC[C@@H]3C(=O)N(c4ccccc4)C(=O)[C@@H]3[C@@H]2Cc2ccccc2[C@@H]1C[N+](=O)[O-] (some centres undefined)
7) NCCC[C@@H](CC(=O)N[C@@H]1CCCC[C@H]1C(=O)N[C@H](CC(=O)N[C@@H](CCC(=O)O)CC(=O)O)Cc1ccccc1)NC(=O)C[C@H](Cc1ccccc1)NC(=O)[C@@H]1CCCC[C@H]1N
8) COc1ccc2c(c1)O[C@@H](c1cccc(C(F)(F)F)c1)[C@H](OC(=O)NS(=O)(=O)c1ccc(C)cc1)C2=O

Screen / compound no.,1,2,3,4,5,6,7,8
APE1 inh,3%,1%,-1%,-1%,-1%,7%,19%,2%
BLM inh,-5%,0%,1%,3%,5%,-5%,1%,-3%

9) CCCCC/C=C\C[C@H](O)/C=C/C=C/C=C/[C@@H](O)CCCC(=O)O
10) COC(=O)C1=C(C(=O)OC)[C@@H]2N(C)c3ccccc3[C@@]23C[C@@H](C(=O)OC)N(S(=O)(=O)c2ccc(C)cc2)C3=N1
11) C=C(C(=O)C(C)(C)O)C(O)c1ccc([N+](=O)[O-])cc1 (centres undefined)
12) COc1ccc2c(c1)C(=O)[C@@H](OC(=O)Nc1ccc(C)c(Br)c1)[C@H](c1ccc(OC)c(Br)c1)O2
13) C[C@H]1Cc2c(-c3ccccc3)nc3c(c2CO1)CN(S(=O)(=O)c1ccc(Cl)c2nonc12)CC3
14) COC(=O)NC(C(=O)OC)(C(=O)OC)c1ccccc1
15) O=C(NCCOc1ccccc1)O[C@@H]1C(=O)c2cc(Br)ccc2O[C@H]1c1ccc2c(c1)OCO2
16) COC(=O)N1[C@H]2CC[C@@]3(C)C=C(C)O[C@]1(C)C3c1ccccc12

Screen / compound no.,9,10,11,12,13,14,15,16
APE1 inh,-4%,2%[12.4 µM],0%,10%,-8%[12.4 µM],2%,1%,0%
BLM inh,1%,-3%[12.4 µM],1%,-3%,0%[12.4 µM],1%,-3%,2%

17) COC(=O)C1=C(C(=O)OC)[C@@H]2Nc3ccccc3[C@@]23C[C@@H](C(=O)OC)N(S(=O)(=O)c2c(C)noc2C)C3=N1
18) COc1cccc(C(=O)CC2c3c(c(Br)c4c(c3OC)OCO4)CCN2C)c1 (centres undefined)
19) CC#CCN1c2ccccc2[C@]23C[C@@H](C(=O)OC)N(S(=O)(=O)c4ccc(Br)cc4)C2=NC(C(=O)OC)=C(C(=O)OC)[C@H]13
20) COc1ccc(/C=C/c2cc(OC)c(OC)cc2CC[N+](C)(C)C)cc1
21) C/C=C/C1=Cc2ccccc2C(CC(=O)OC)N1C(=O)OC (centres undefined)
22) CC(Nc1oc(-c2ccccc2)nc1-c1cccc2ccccc12)c1ccccc1 (centres undefined)
23) COC(=O)C1(C(=O)OC)CC2=CC(CC2=O)Cc2ccccc2[C@@H]1C[N+](=O)[O-] (some centres undefined)
24) COC(=O)N[C@@H](/C=C/c1ccccc1)C[N+](=O)[O-]

Screen / compound no.,17,18,19,20,21,22,23,24
APE1 inh,-3%[12.4 µM],?,-1%[12.4 µM],19%,-4%[12.4 µM],0%,1%,1%
BLM inh,-5%[12.4 µM],6%,-5%[12.4 µM],3%,-6%[12.4 µM],-6%,0%,2%

6 compounds from above, sorted by their value in APE1 inh, rising:
| cpd | Molecule | APE1 inh | BLM inh |
| --- | --- | --- | --- |
| 3 | O=C(O)CCC/C=C\C/C=C\C=C\[C@@H](O)C/C=C\CCCCCO | -1% | 1% |
| 22 | CC(Nc1oc(-c2ccccc2)nc1-c1cccc2ccccc12)c1ccccc1 (centres undefined) | 0% | -6% |
| 2 | C=C(C(C)=O)C(O)c1cccc(OC)c1 (centres undefined) | 1% | 0% |
| 8 | COc1ccc2c(c1)O[C@@H](c1cccc(C(F)(F)F)c1)[C@H](OC(=O)NS(=O)(=O)c1ccc(C)cc1)C2=O | 2% | -3% |
| 1 | CC1(C)CCC[C@@]2(C)C1CC[C@@](C)(O)[C@@H]2CC[C@@](C)(O)C1CO1 (some centres undefined) | 3% | -5% |
| 20 | COc1ccc(/C=C/c2cc(OC)c(OC)cc2CC[N+](C)(C)C)cc1 | 19% | 3% |

Later entries:
25) COC(=O)N1C2=C(c3ccccc3[C@@H]1CC(=O)Nc1ccc3ccc4cccc5ccc1c3c45)[C@@H]1C(=O)N(c3ccccc3)C(=O)[C@@H]1[C@H](C)C2
26) C/C=C(\C)C(=O)OC1C(OC(=O)C2(C)OC2C)c2cc3ccc(=O)oc3cc2OC1(C)C (centres undefined)
27) CC(=O)O[C@H](C(=O)O[C@@H]1C[C@@H](CCC[C@H]2O[C@H](C(=O)OC(C)C)CC[C@@H]2C)O[C@@H](CC#N)C1)c1ccccc1
28) N#Cc1cccc(CS(=O)(=O)c2ccccc2)c1
29) CCCCC/C=C\C\C=C/C=C/C=C/[C@@H](SCC(NC(=O)CCC(N)C(=O)O)C(=O)NCC(=O)O)[C@@H](O)CCCC(=O)O (some centres undefined)
30) NCCC[C@@H](CC(=O)N[C@@H]1CCCC[C@H]1C(=O)N[C@H](CC(=O)N[C@@H](CCC(=O)O)CC(=O)O)Cc1ccccc1)NC(=O)C[C@H](Cc1c[nH]c2ccccc12)NC(=O)[C@@H]1CNCC[C@H]1N
31) NCCC[C@@H](CC(=O)N[C@@H]1CCCC[C@H]1C(=O)N[C@H](CC(=O)N[C@@H](CCC(=O)O)CC(=O)O)Cc1c[nH]c2ccccc12)NC(=O)C[C@H](CO)NC(=O)[C@@H]1CCCC[C@H]1N
32) COc1ccc2c(c1)O[C@H](c1ccc3c(c1)OCO3)[C@@H](OC(=O)Nc1ccc(OC(F)F)cc1)C2=O

Screen / compound no.,25,26,27,28,29,30,31,32
APE1 inh,?,15%,16%,-1%,6%,4%,-3%,-9%
BLM inh,-2%[12.4 µM],-5%,2%,4%,5%,2%,0%,1%

33) C[C@@H](CN(C)C[C@H]1C(=O)O[C@@H]2C[C@@]3(C)CCC[C@]4(CO4)C3CC21)[C@H](O)c1ccccc1 (some centres undefined)
34) CC1=C2C(=CO[C@H](C)[C@H]2C)C(=O)C(C(=O)O)=C1O
35) O=C1CCCC(C(C(=O)OCc2ccccc2)C(=O)OCc2ccccc2)C1 (centres undefined)
36) COc1ccc2c(c1)C(=O)[C@H](OC(=O)NCCc1ccc(OC)c(OC)c1)[C@@H](c1ccc(OC)c(Br)c1)O2
37) COc1c(CO)cc(CO)cc(CO)c1=O
38) CC1(OC(=O)C2CCCC2)C(=O)C=C2C=C(c3ccsc3)N(c3cccc(C#N)c3)C=C2C1=O (centres undefined)
39) CC1(OC(=O)c2ccc(Cl)nc2)C(=O)Cc2cc(-c3ccsc3)ncc2C1=O (centres undefined)
40) COc1ccc2c(c1)O[C@H](c1ccc3c(c1)OCO3)[C@@H](OC(=O)NS(=O)(=O)c1ccc(F)cc1)C2=O

Screen / compound no.,33,34,35,36,37,38,39,40
APE1 inh,0%,2%,1%,-1%,1%,-8%[12.4 µM],-1%[12.4 µM],5%
BLM inh,2%,-1%,2%,0%,-1%,-12%[12.4 µM],-13%[12.4 µM],3%

41) CC[C@H](C)[C@@H](NC(=O)O[C@@H]1Cc2cc(Br)ccc2O[C@H]1c1cccc(OC)c1)C(=O)OC
42) COC(=O)C1=C(C(=O)OC)[C@@H]2N(C)c3ccc(OC)cc3[C@@]23C[C@@H](C(=O)OC)N(S(=O)(=O)c2cccs2)C3=N1
43) C=CCC(C)(O)c1cccc(C(F)(F)F)c1 (centres undefined)
44) O=P1(O)Oc2c(-c3ccccc3)cc3ccccc3c2-c2c(c(-c3ccccc3)cc3ccccc23)O1
45) O=C1CCC=C1C(O)c1ccc(Cl)cc1 (centres undefined)
46) COC(=O)N1C(c2ccccc2)=Cc2ccccc2C1C1(C(=O)OC)CCCC1=O (centres undefined)
47) COc1cc(OC)c2c(c1)OC1Cc3cc(OC)c(OC)cc3C2O1 (centres undefined)
48) COc1c2c(cc3c1C(CC(O)C(C)C)N(C)CC3)OCO2 (centres undefined)

Screen / compound no.,41,42,43,44,45,46,47,48
APE1 inh,10%,23%[12.4 µM],4%,0%,2%,14%,-6%[12.4 µM],1%
BLM inh,1%,1%[12.4 µM],3%,0%,1%,2%,0%[12.4 µM],1%

49) CCCCc1nc2c(c3c1C[C@H](C)OC3)CN(C(=O)N[C@@H](C)c1ccccc1)CC2
50) C=CCN1C=C2C(=O)C(C)(OC(=O)c3ccco3)C(=O)C(C=C)=C2C=C1C1CC1 (centres undefined)
51) COc1cccc(CC(=O)N2CCc3nc(COc4ccccc4)c4c(c3C2)CO[C@@H](C)C4)c1
52) CCCCC1=CC2=C(c3ccco3)C(=O)C(C)(OC(=O)c3ccc(OC)cc3)C(=O)C2=CN1C1CCCC1 (centres undefined)
53) CC/C=C\C/C=C\C/C=C\C/C=C\C/C=C\C/C=C\CCC(=O)NC(C)C(=O)O (centres undefined)
54) CC(C)C[C@@H](CC(=O)N[C@@H](CCCN)CC(=O)N[C@@H]1CCNC[C@H]1C(=O)N[C@H](CC(=O)N[C@@H](CCC(=O)O)CC(=O)O)Cc1c[nH]c2ccccc12)NC(=O)[C@@H]1CNCC[C@H]1N
55) COC(=O)C1(C(C)=O)CC2=CC[C@H]3C(=O)N(c4ccccc4)C(=O)[C@H]3[C@@H]2Cc2ccccc2[C@@H]1C[N+](=O)[O-] (some centres undefined)
56) COc1cccc([C@@H]2Oc3ccc(OC)cc3C(=O)[C@H]2OC(=O)Nc2ccc(OC(F)F)cc2)c1

Screen / compound no.,49,50,51,52,53,54,55,56
APE1 inh,-3%[12.4 µM],-6%[12.4 µM],-4%[12.4 µM],0%[12.4 µM],-1%,0%,-2%&-2%,3%
BLM inh,1%[12.4 µM],-16%[12.4 µM],3%[12.4 µM],-7%[12.4 µM],4%,4%,2%&3%,-3%

Entries shown so far that contain a cyano group (three):
27) CC(=O)O[C@H](C(=O)O[C@@H]1C[C@@H](CCC[C@H]2O[C@H](C(=O)OC(C)C)CC[C@@H]2C)O[C@@H](CC#N)C1)c1ccccc1
28) N#Cc1cccc(CS(=O)(=O)c2ccccc2)c1
38) CC1(OC(=O)C2CCCC2)C(=O)C=C2C=C(c3ccsc3)N(c3cccc(C#N)c3)C=C2C1=O (centres undefined)

Screen / compound no.,27,28,38
APE1 inh,16%,-1%,-8%[12.4 µM]
BLM inh,2%,4%,-12%[12.4 µM]

Going on with the list.
57) COC(C)C(C(=O)OCC1=CCN2CC[C@H](O)[C@@H]12)C(C)C (some centres undefined)
58) COc1cccc([C@@H]2Oc3ccc(Br)cc3C(=O)[C@H]2OC(=O)NCCOc2ccccc2)c1
59) O=C1C2=C(S[C@@H]3O[C@H](CO)[C@@H](O)[C@H](O)[C@H]3O2)C(=O)c2ccccc21
60) COc1cccc([C@@H]2Oc3ccc(Br)cc3C(=O)[C@H]2OC(=O)NS(=O)(=O)c2ccc(C)cc2)c1
61) CC(C)C[C@@H](CC(=O)N[C@@H](CCC(=O)O)CC(=O)O)NC(=O)[C@@H]1CNCC[C@H]1NC(=O)C[C@H](CCCN)NC(=O)C[C@H](CO)NC(=O)[C@@H]1CNCC[C@H]1N
62) CC(C)OC(=O)[C@@H]1C=C[C@H](C)[C@@H](CCCCOCc2ccccc2)O1
63) CC(C)C[C@@H](CC(=O)N[C@@H](CCCN)CC(=O)N[C@@H]1CCCC[C@H]1C(=O)N[C@H](CC(=O)N[C@@H](CCC(=O)O)CC(=O)O)Cc1c[nH]c2ccccc12)NC(=O)[C@@H]1CCCC[C@H]1N
64) COCOc1ccc(OC)cc1C(=O)C1O[C@H]1c1ccc(OC)c(Br)c1 (some centres undefined)

Screen / compound no.,57,58,59,60,61,62,63,64
APE1 inh,7%,3%,-6%,-5%,-6%,5%,0%,4%
BLM inh,3%,-1%,-27%,0%,0%,4%,4%,-4%

Only part of the results is shown (hit frequency here may not be typical).
